Screening data (PubChem BioAssay)
SKKanGAS inh – SKKanGAS growth inhibition; S. pyogenes SKKanGAS, kanamycin growth, BacTiter-Glo, 6 h; inhibition, % at 7.5 µM; 300,000 tested, 1.3% active; AID 1662;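 active = mean replicate score, as percent of positive control median, at least 50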;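 also: strain carries kanamycin resistance gene driven by streptokinase promoter and grows in 40 µg/ml kanamycin; loss of luminescence reflects streptokinase promoter inhibition or plain growth inhibition; 0% = median of DMSO wells and 100% = positive control at its reference dose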
KLF5 inh – suppresses KLF5 promoter-driven expression; 290,000 tested, 0.23% active; DLD-1 KLF5 promoter-luciferase reporter, luminescence; AID 1700; inhibition, % at 5 µM;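 active = inhibition above a per-plate limit of that plate's mean compound inhibition plus 3 SD, cut at about 60% in these data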;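 also: 0% = DMSO wells and 100% = LY294002 at 200 µM; higher means less KLF5 promoter-driven luciferase light; inactives centre near -14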
HIF act – HIF pathway transcriptional activation; U2OS HRE-luciferase reporter, luminescence; normalized: DMSO 0%, desferrioxamine 100%; AID 1910; activation, % at 7.5 µM (by protocol); 300,000 tested, 0.32% active;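 active = mean activation of at least 10% of the iron chelator positive control signal, with at least half of replicates also reaching 10%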
IEC-6 cytotox – IEC-6 cytotoxicity, counter-screen for KLF5 inhibitors. luminescence viability. inhibition, % at 5 µM. 290,000 tested, 0.78% active. AID 1825; in the data active = inhibition above about 22%;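 also: 0% = plate median of test compound wells and 100% = cytotoxic reference compound wells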
TRPC6 activator – activators of mouse TRPC6 channel; Q61143; HEK293-TRPC6 membrane potential dye fluorescence; active compounds read high; B-score at 10 µM; 310,000 tested, 0.13% active; AID 2550;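 active = B-score of the integrated fluorescence ratio above library mean plus 3 SD, and starting fluorescence ratio within library mean plus 5 SD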;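 also: higher score means more depolarization so channel activation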
TRPC4 agonist – opens the mouse TRPC4 cation channel. Q9QUQ5. HEK293 TRPC4beta/mu-opioid, Fluo4 calcium fluorescence; active compounds read high. B-score at 10 µM. 310,000 tested, 0.49% active. AID 2237;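 active = B-score above 5 SD of library B-scores, and initial fluorescence ratio not above library mean plus 5 SD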;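 also: positive B-score marks a calcium rise read as TRPC4 activation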
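System – HEK293 cells stably co-expressing mouse TRPC4beta and mu-opioid receptor · Signal – Fluo4 calcium-sensitive dye fluorescence, kinetic, 1 Hz baseline · Benchmarks – buffer (low) and maximal DAMGO (high) · Read-out – B score of integrated fluorescence ratio per well · Incubation – dye loading 45 min room temperature, 110 s kinetic read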
aSyn 5UTR inh – MLPCN primary screen, SNCA 5' untranslated region. inhibition, % (tested at 7.5 µM). 300,000 tested, 0.82% active. alpha-synuclein 5'UTR reporter, inhibitor activity; in the data active = inhibition above about 60%;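 also: H4 neuroglioblastoma cells stably carrying SNCA 5'UTR luciferase fusion; 0% = DMSO wells and 100% = positive control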
TRPC6 inh – blocks the mouse TRPC6 cation channel; Q61143; HEK293-TRPC6, membrane potential dye, ACh-evoked depolarization; active compounds read low; B-score at 10 µM; 310,000 tested, 1.1% active; AID 2553;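 active = B-score under library mean minus 3 SD, initial fluorescence not abnormally high, positive integrated signal ratio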;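 also: B-score derived from integrated fluorescence ratio over the kinetic read; more negative B-score means stronger inhibition of depolarization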
TRPC4 potent – allosterically enhances the mouse TRPC4 cation channel; HEK293 TRPC4beta/mu-opioid, DAMGO EC20, Fluo-4 Ca2+ flux; active compounds read high; Q9QUQ5; B-score at 10 µM; 310,000 tested, 0.42% active;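 active = B-score of calcium response area above 5 SD of library B-scores, with initial fluorescence ratio within 5 SD of library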;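 also: B-score of integrated fluorescence ratio over time as area under calcium response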
MrgX1 antagonist – blocks BAM8-22 activation of human MrgX1 receptor | MRGX1-HEK293 calcium flux, Fluo-4, BAM8-22 antagonism; active compounds read low | B-score at 10 µM | 310,000 tested, 1.3% active;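 active = calcium-response B-score plate-corrected more than 3 library SD below zero, starting fluorescence within 5 deviations, no agonist response on first addition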;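 also: peak minus trough fluorescence over baseline after final BAM8-22 challenge near maximal dose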
Target sequence (Q96LB2 whole entry, looked up): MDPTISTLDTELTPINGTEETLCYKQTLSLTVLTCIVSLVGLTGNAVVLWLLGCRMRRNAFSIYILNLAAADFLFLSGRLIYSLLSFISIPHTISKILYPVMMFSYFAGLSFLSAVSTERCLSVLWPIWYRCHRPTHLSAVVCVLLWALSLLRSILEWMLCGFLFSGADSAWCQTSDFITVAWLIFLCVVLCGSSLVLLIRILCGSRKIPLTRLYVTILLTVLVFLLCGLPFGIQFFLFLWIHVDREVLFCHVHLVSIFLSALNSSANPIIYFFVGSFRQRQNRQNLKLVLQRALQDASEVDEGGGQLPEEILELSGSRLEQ
TRPC4 inh – TRPC4 (mouse) channel inhibition; HEK293 TRPC4beta/mu-opioid, DAMGO-evoked Fluo4 calcium flux; active compounds read low; Q9QUQ5; 300,000 tested, 0.39% active; B-score at 10 µM;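 active = B-score over 3 SD under the library average, no early fluorescence shift, positive overall ratio signal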
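Material: HEK293 cells with stable TRPC4beta plus mu-opioid receptor expression; probe or stimulus: DAMGO in two steps, submaximal then maximal; technique: Fluo4 calcium fluorescence by kinetic imaging, 5 s 1 Hz baseline; measure: integrated fluorescence ratio relative to baseline, converted to per-well B score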
* = called active by the depositor; i = inactive; nt = no result given; & = joins results of further samples. The order is random (roughly 5.8% active in at least one column).

Preview, two compounds:
SMILES	SKKanGAS inh	KLF5 inh	HIF act	IEC-6 cytotox	TRPC6 activator	TRPC4 agonist	aSyn 5UTR inh	TRPC6 inh	TRPC4 potent	MrgX1 antagonist	TRPC4 inh
CCOC(=O)C1CCN(C(=O)COc2ccc(Br)cc2Br)CC1	7	-9	0.0	4	i	i	18	i	i	i	i
O=c1[nH]c(C2CCCN(S(=O)(=O)c3ccccc3)C2)nc2c1nnn2Cc1cccc(Cl)c1 (stereo not drawn)	22	7	0.2	4	i	i	20	i	i	i	i

The listing, previewed entries included:
SMILES	SKKanGAS inh	KLF5 inh	HIF act	IEC-6 cytotox	TRPC6 activator	TRPC4 agonist	aSyn 5UTR inh	TRPC6 inh	TRPC4 potent	MrgX1 antagonist	TRPC4 inh
CCOC(=O)C1CCN(C(=O)COc2ccc(Br)cc2Br)CC1	7	-9	0.0	4	i	i	18	i	i	i	i
O=c1[nH]c(C2CCCN(S(=O)(=O)c3ccccc3)C2)nc2c1nnn2Cc1cccc(Cl)c1 (stereo not drawn)	22	7	0.2	4	i	i	20	i	i	i	i
COC(=O)c1ccc(S(=O)(=O)N2CCCCCC2)cc1	-5	-20	-0.7	2	i	i	15	i	i	i	i
CCC(=O)Nc1ccc(S(=O)(=O)Nc2nccs2)cc1	2	-42	0.4	2	i	i	4	i	i	i	i
Cc1ccc(-c2cc(C(=O)O)c3cc(Br)ccc3n2)s1	14&10	-73&-46	1.4&1.3	-2&-2	i	i	-29&-23	i	i	i	i
CCCCn1c(C)csc1=Nc1cccnc1	-2	-32	-0.1	2	i	i	18	i	i	i	i
C/C(CC(=O)Nc1ccc(Cl)c(Cl)c1)=N\NC(=O)C(=O)N1CCCCC1	-2	9	0.0	-5	i	i	-41	i	i	i	i
Cc1cccc(CC(=O)NCCn2c(C)cc3ccccc32)c1	2	-27	-0.4	2	i	i	-2	i	i	i	i
O=C(CSc1nnc(-c2ccccc2)o1)c1ccc2c(c1)OCCO2	-3	-8	0.5	-8	i	i	-10	i	i	i	-6*
COc1cc(OC)c(C(=O)NCC(c2cccs2)N(C)C)cc1OC (stereo not drawn)	-4	-30	1.0	4	i	i	-18	i	i	i	i
COc1ccc(NC(=O)CSCc2cc(=O)n3cc(C)sc3n2)cc1	-6	-24	0.4	-5	i	i	18	i	i	i	i
Cc1ccc(NC(=O)CSc2nc3ccccc3c(=O)n2CCCC(=O)N2CCCC2)cc1	2	-9	2.7	2	i	i	-33	i	i	i	i
CCOC(=O)CC(=O)COc1nc2cc3c(nc2o1)CCCC3	7	-26	2.9	-6	i	i	-18	i	i	i	i
Cc1cc(C)n2nc(SCc3ccccc3F)nc2n1	3	-59	0.6	-10	i	i	-20	i	i	i	i
Cc1ccc(C)c(NS(=O)(=O)c2cc(C(=O)Nc3ccccc3-c3ccccc3)ccc2C)c1	49	30	-0.3	7	i	i	29	i	i	i	i
O=C(Cn1cnc2sc3c(c2c1=O)CCCC3)NCC(=O)Nc1ccccc1F	10	-57	-0.3	-6	i	i	7	i	i	i	i
Cc1ccc(-c2noc(C3CCCN(C(=O)c4ccc(C(C)(C)C)cc4)C3)n2)o1 (stereo not drawn)	5	0	0.3	-8	i	i	0	i	i	i	i
CCCn1nc(C(=O)Nc2nnc(CC)s2)c2ccccc2c1=O	0	6	-0.2	5	i	i	-12	i	i	i	i
COC(=O)Cc1cc(OC)c(OC)cc1Cc1cc(OC)c(OC)cc1CC(=O)OC	-3	-50	-0.3	6	i	i	-5	i	i	i	i
CCOC(=O)c1sc(/S(C)=N\S(=O)(=O)c2cccc(Cl)c2)c2c1CCC=C2 (stereo not drawn)	5	-37	-0.4	-14	i	i	20	i	i	i	i
COc1ccc(CCNC(=O)CSc2nc(-c3ccco3)cc(C(F)(F)F)n2)cc1	0	-3	-0.2	-1	i	i	-10	i	i	i	i
COc1ccc(OC)c(NC(=O)C2CCCN2C(=O)NC2CCCCC2)c1 (stereo not drawn)	2	-19	0.2	5	i	i	-12	i	i	i	i
COc1ccc(C(=O)Nc2ccnn2C2CCN(Cc3ccncc3)CC2)cc1	47	-36	0.1	-1	i	i	-13	i	i	i	i
C=C(C)CSc1ncc(-c2cccc(C(F)(F)F)c2)cn1	9	-30	-3.8	2	i	i	-15	i	i	i	i
COC(=O)C1=C(COc2ccc(F)cc2)NC(=O)NC1c1ccc(C)cc1C (stereo not drawn)	10	-8	0.0	11	i	i	22	i	i	i	i
O=C(c1ccc2ccccc2c1)N1CCN(S(=O)(=O)/C=C/c2ccccc2)CC1	4	2	0.1	4	i	i	-5	i	i	i	i
COc1ccccc1/C=C(/NC(=O)c1ccc(Cl)cc1Cl)C(=O)O	-12	-10	-0.1	0	i	i	-22	i	i	i	i
CC(C)(C)NC(=O)CSc1nnc(-c2ccccc2)c(-c2ccccc2)n1	0	-21	-1.4	2	i	i	26	i	i	i	i
COc1ccccc1/C=C/CN1CCCC(CCC(=O)NCc2ccccc2F)C1 (stereo not drawn)	1	-23	-1.0	5	i	113*	-4	i	i	i	-6*
O=C(NC(=O)C(F)(F)F)Nc1ccc(S(=O)(=O)Nc2nccs2)cc1	-4	-12	0.6	-6	i	i	9	i	i	i	i
COc1ccc(CCNS(=O)(=O)c2cccc(F)c2)cc1OC	nt	12	-0.6	-8	i	i	24	i	i	i	i
CCNC(=S)/N=C(/Nc1ccccc1)Nc1nc(C)cc(C)n1	7	-43	1.2	-2	i	i	18	i	i	i	i
Nc1cc(=O)[nH]c(SCCNS(=O)(=O)c2ccccc2)n1	5	-9	0.1	0	i	i	3	i	i	i	i
O=C(c1ccc(Cl)s1)N1CCN(c2nc3ccccc3s2)CC1	1	-7	nt	4	i	i	3	i	i	i	i
O=C(O)CCC(NC(=O)c1ccc(Cl)cc1)C(=O)O (stereo not drawn)	-2	-22	0.0	-5	i	i	3	i	i	i	i
C/C(=N\NC(=O)CN1CCN(S(=O)(=O)c2ccc(C)cc2)CC1)c1ccncc1	-2	5	0.1	2	i	i	3	i	i	i	i
COc1ccccc1CCC(=O)Oc1ccccc1C#N	-3	-22	-0.2	-1	i	i	0	i	i	i	i
O=C(CN1CCN(S(=O)(=O)c2ccccc2F)CC1)Nc1ccccc1C(=O)c1ccccc1	18	-12	-1.1	0	i	i	13	i	i	i	i
O=C(COC(=O)CCCOc1ccccc1)NC1CCS(=O)(=O)C1 (stereo not drawn)	-18	nt	-0.2	nt	i	i	-6	i	i	i	i
CCOC(=O)c1c(NC(=O)CCCC(=O)O)sc2c1CCC2	-5	-20	-0.5	0	i	i	27	i	i	i	i
O=C(/C=C/c1ccc(O)cc1)OCc1occc(=O)c1O[C@@H]1OC(CO)[C@@H](O)[C@H](O)[C@@H]1O (stereo partly drawn)	0	0	-2.1	1	i	i	-17	i	i	i	i
C=CCn1c(O)c2ccc(C(=O)N=NC(=O)COc3ccc(OC)cc3)cc2c1O	-7	-34	-0.3	-4	i	i	4	i	i	i	i
CC(=O)c1ccc(OCc2cc(C(=O)N3CCN(c4ccccc4)CC3C)no2)cc1 (stereo not drawn)	7	-162	3.7	-7	i	i	-163	i	i	i	i
CN1CCN(C(=O)CN(C)S(=O)(=O)c2ccc3ccccc3c2)CC1	-13	-4	-0.3	1	i	i	-2	i	i	i	i
Oc1cccc(-c2nc3c4c(ncn3n2)-c2ccccc2CC42CCCC2)c1	106*	0	-1.1	-3	i	i	32	i	i	i	i
Cc1ccccc1OC1C(=O)N(CC2CCCO2)C1c1ccc2c(c1)OCO2 (stereo not drawn)	-6	-28	0.4	-4	i	i	-14	i	i	i	i
COc1ccc(N2CCN(Cc3nc(N)nc(N4CCCc5ccccc54)n3)CC2)cc1	39	-10	0.3	4	i	i	11	i	i	i	i
COc1ccccc1NC(=O)c1ccc(Br)o1	-1	-6	-0.1	5	i	i	-7	i	i	i	i
CCN1CNC(=S)N(c2ccccc2OC)C1	-11	-7	-0.1	3	i	i	-8	i	i	i	i
Cc1onc(-c2c(Cl)cccc2Cl)c1C(=O)Nc1c(C)n(C)n(-c2ccccc2)c1=O	6	-10	-0.1	3	i	i	19	i	i	nt	i
CCOC(=O)C1CCN(C(=O)c2cc3c(=O)n4cccc(C)c4nc3s2)CC1	3	5	-0.5	6	i	i	29	i	i	i	i
Cn1cc(C2=C(c3ccc(Cl)cc3Cl)C(=O)NC2=O)c2ccccc21	12	6	-0.8	2	i	i	37	i	i	i	i
CCCNC(=O)c1ccccc1NC(=O)c1ccccc1N(C)S(=O)(=O)c1ccc(C)cc1	-2	-18	-0.1	-2	i	i	0	i	i	nt	i
Cc1cc(C)c(C)c(OCC(=O)O/N=C(\N)c2ccncc2)c1	2	-8	-0.4	-2	i	i	-27	i	i	i	i
O=C1CN(C(=O)COc2ccc(Cl)cc2Cl)c2ccccc2N1	-7	-57	0.7	-6	i	i	6	i	i	i	i
Cc1ccccc1Cn1cc(NS(=O)(=O)c2cn(C)nc2C)cn1	-1	5	-0.8	-2	i	i	11	i	i	i	i
O=C1Nc2ccccc2C12NCCc1c2[nH]c2ccccc12 (stereo not drawn)	-10	-30	-0.2	6	i	i	-16	i	i	i	nt
Cc1nc(NCc2ccc(S(N)(=O)=O)cc2)c2c(C)c(C)sc2n1	-1	-12	-2.5	4	i	i	17	i	i	i	i
CCOc1ccccc1NC(=O)CSc1nnc2ccc(-c3cccnc3)nn12	-11	12	-1.5	4	i	i	9	i	i	i	i
O=C(Cn1c(CO)nc2ccccc21)Nc1ccccc1Cl	-11	-19	1.6	-3	i	i	-13	i	i	i	i
More results follow.
SMILES	SKKanGAS inh	KLF5 inh	HIF act	IEC-6 cytotox	TRPC6 activator	TRPC4 agonist	aSyn 5UTR inh	TRPC6 inh	TRPC4 potent	MrgX1 antagonist	TRPC4 inh
O=C1N/C(=C/c2cccn2-c2ccccc2)C(=O)N1Cc1ccccc1F	10	-13	1.4	4	i	i	30	i	i	i	i
CCN1CCCc2cc(CN(CCN3CCOCC3)C(=S)Nc3cccc(Cl)c3)ccc21	5	-16	-1.0	1	i	i	35	i	i	i	i
Cc1ccc(C(NC(N)=O)c2ccccc2C)cc1 (stereo not drawn)	-1	-15	-0.2	-6	i	i	4	i	i	i	i
CC(/C=C1\SC(=S)N(C(C(=O)O)C(C)C)C1=O)=C\c1ccccc1 (stereo not drawn)	16	-29	-0.4	6	i	i	-13	i	i	i	-6*
NS(=O)(=O)c1cccc(NS(=O)(=O)c2ccc3ccccc3c2)c1	3	-25	3.6	-3	i	i	1	i	i	i	i
CCS(=O)(=O)Nc1cccc(C2=NN(S(=O)(=O)c3ccccc3)C(c3cccs3)C2)c1 (stereo not drawn)	7	0	-1.1	0	i	i	42	i	i	i	i
